Compound activity: PubChem, several laboratories
STAT3 blocker – inhibitors of IL-6 induced STAT3 signaling | U3A cells, IL-6 STAT3-luciferase reporter, luminescence; host cell line lacks STAT1 | inhibition, % at 5.5 µM | hit rate 0.89% among 190,000;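 active = inhibition above the mean inhibition across all screened compounds plus 3 SD, cut at about 44% in these data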;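 note: 0% = DMSO only wells and 100% = 100 µM nifuroxazide control wells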
STAT3 activator – increases IL-6 driven STAT3 reporter signal | U3A cells, IL-6 STAT3-luciferase reporter, luminescence; 100% = signal with IL-6 EC80 alone | activation (% of control), % at 5.6 µM | hit rate 0.91% among 190,000 | AID 871;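 active = activation above the screen-wide mean of compound activation plus 3 SD, cut at about 130% in these data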;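 note: 0% = background luminescence of wells with medium and substrate only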
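Test system: STAT3-luciferase reporter U3A cells; Detection: reporter luminescence signal; Times: 1 h compound pre-exposure, 6 h IL-6 stimulation, 37 °C; Benchmarks: IL-6-only high control; Also added: IL-6 stimulus at 33 ng/mL final.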
NF-kB neuron act – NF-kB expression increase, human neuronal cells. NF-kB reporter expression; hits give high values. fold change at 12.5 µM. hit rate 1.6% among 190,000. AID 1239; in the data active = fold change above about 3.3
FLuc inh counter – Photinus pyralis luciferase inhibition counter-screen | ATPLite firefly luciferase biochemical luminescence, 10 min | inhibition, % at 10 µM | hit rate 1.5% among 200,000;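 active = inhibition above about 50% when tested at 10 µM, limit read from the data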
Target sequence (P08659 whole entry, looked up): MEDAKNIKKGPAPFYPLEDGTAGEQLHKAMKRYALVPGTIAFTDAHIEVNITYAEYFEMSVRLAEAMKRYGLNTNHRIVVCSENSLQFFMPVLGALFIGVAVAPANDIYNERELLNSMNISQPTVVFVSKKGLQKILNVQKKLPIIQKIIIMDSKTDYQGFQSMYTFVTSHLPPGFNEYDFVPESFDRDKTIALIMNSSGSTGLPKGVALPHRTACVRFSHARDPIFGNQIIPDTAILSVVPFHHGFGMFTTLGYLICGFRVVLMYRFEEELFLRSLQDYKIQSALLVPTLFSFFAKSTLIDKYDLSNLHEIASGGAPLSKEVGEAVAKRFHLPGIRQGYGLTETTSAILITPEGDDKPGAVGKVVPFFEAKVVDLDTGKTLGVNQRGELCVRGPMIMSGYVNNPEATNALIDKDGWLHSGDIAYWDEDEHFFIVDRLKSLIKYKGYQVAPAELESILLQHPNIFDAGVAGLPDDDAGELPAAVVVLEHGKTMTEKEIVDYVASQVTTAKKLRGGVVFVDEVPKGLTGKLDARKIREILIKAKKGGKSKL
APP 5'UTR act – APP 5'UTR luciferase reporter activation. SH-SY5Y APP 5'UTR luciferase reporter, luminescence; zero percent = DMSO vehicle wells. activation, % at 2 µM. hit rate 1% among 190,000. AID 1276;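 active = activation above a set limit, based on mean plus 3 SD of controls, cut at about 140% in these data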; note: values of inactives mirror those of a sister screen read the other way
Hsp70 activator – Hsp70 transcriptional activation, primary screen; hit rate 0.04% among 200,000; HeLa Hsp70 promoter luciferase reporter, luminescence; scaled: vehicle 0, proteasome-inhibitor control 100%; AID 1203; activation, % at 10 µM;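 active = activation above the mean across all tested compounds plus 3 SD, cutoff set per campaign, cut at about 5.5% in these data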;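 note: 100% = MG132 at 30 µM as the positive control and 0% = DMSO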
APP transl inh – APP translation inhibition; SH-SY5Y APP 5'UTR-luciferase reporter, luminescence; inhibition, % at 2 µM; hit rate 0.82% among 190,000;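 active = inhibition above a set limit, derived from the sample mean plus 3 SD, cut at about 45% in these data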; note: values of inactives mirror those of a sister screen read the other way
RAM inhibit – inhibitors of the yeast RAM network; S. cerevisiae dse1pr::URA3 reporter, 5-FOA growth OD615, 2 d; analog-sensitive cbk1-as2 kinase mutant strain; inhibition, % at 50 µM; hit rate 1.8% among 190,000; AID 868;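 active = inhibition above a set limit, 3 SD over mean compound inhibition, cut at about 8.4% in these data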;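 note: 0% = DMSO-only wells with no growth and 100% = 10 µM 1-NA-PP1 full growth; inhibition rescues growth on 5-FOA so higher OD means more RAM inhibition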
STAT1 activator – increases IFN-gamma driven STAT1 reporter signal; NIH 3T3 STAT1-luciferase reporter, luminescence; 100% = IFN-gamma alone, no compound; activation (% of control), % at 5.5 µM; hit rate 2.6% among 200,000; AID 932;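 active = activation above the screen-wide mean activation plus 3 SD, cut at about 130% in these data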;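 note: raw ratio to IFN-gamma control signal so 100% means no change and 0% no light; values of inactives mirror those of a sister screen read the other way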
STAT1 blocker – reduces IFN-gamma driven STAT1 reporter signal; inhibition, % at 5.5 µM; AID 920; hit rate 0.35% among 200,000; NIH 3T3 STAT1-luciferase reporter, luminescence;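 active = inhibition above a set limit, the mean inhibition across all tested compounds plus 3 SD, cut at about 34% in these data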;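 note: 0% = IFN-gamma with DMSO and 100% = IFN-gamma with 300 µM nifuroxazide; values of inactives mirror those of a sister screen read the other way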
* marks the source's active call; other numbers are inactive results. Compounds were not picked by outcome; 7.7% or so of the library scored in one or more.

SMILES	STAT3 blocker	STAT3 activator	NF-kB neuron act	FLuc inh counter	APP 5'UTR act	Hsp70 activator	APP transl inh	RAM inhibit	STAT1 activator	STAT1 blocker
Cc1ccc(Nc2nnc(SCc3ccccc3)s2)cc1	-16	117	1.6	-1	18	0.1	-18	4.2	117	-19
CC(C)CCN1CCN(Cc2cn[nH]c2C2CCCCC2)CC1CCO (stereo unspecified)	2	102	1.1	-6	14	-0.4	-14	1.9	96	2
Nc1n[nH]c(-c2ccccc2[N+](=O)[O-])n1	-9	105	1.1	-3	-13	2.8	13	0.7	109	-10
COC(=O)c1cccc(NS(=O)(=O)c2ccc(OC)c(OC)c2)c1C	13	89	0.98	-9	-23	0.0	23	0.7	84	20
CCOC(=O)c1ccc(NC(=O)CN2CCN(CCN=CC3=C(O)CC(C)(C)CC3=O)CC2)cc1	8	99	1	-8	-19	0.2	19	0.0	94	7
Nc1cc(=O)[nH]c(SCc2ccc(Cl)cc2)n1	14	89	0.96	-4	12	-0.3	-12	1.3	97	3
O=C(/C=C/c1ccco1)OCn1nnc2ccccc2c1=O	-9	109	0.82	-4	8	-0.2	-8	2.0	98	1
CC1CCCN(C(=O)Nc2cccc(NC(=O)N3CCCC(C)C3C)c2)C1C (stereo unspecified)	16	92	0.98	0	-5	-0.5	5	0.5	106	-7
Cc1ccc(C(=O)Nc2nnc(-c3cccs3)s2)cc1C	-9	110	1.8	-8	15	-0.1	-15	3.3	125	-28
Cc1ccc(NC(=O)CS(=O)Cc2nc(-c3ccc(C)cc3)oc2C)cc1 (stereo unspecified)	10	99	0.74	-8	1	-0.2	-1	3.6	104	-5
Cc1cccc(CN2CCN(Cc3cnn(-c4ccccc4F)c3)CC2CCO)n1 (stereo unspecified)	13	93	1.1	-3	-2	-0.2	2	-0.1	100	-2
Cc1ccc(CN2CCS(=O)(=O)CC2)o1	4	99	1.2	5	16	-0.1	-16	1.7	96	3

3 compounds already listed, arranged by the number in STAT1 blocker, largest number first:
| SMILES | STAT1 blocker |
| --- | --- |
| Cc1ccc(CN2CCS(=O)(=O)CC2)o1 | 3 |
| O=C(/C=C/c1ccco1)OCn1nnc2ccccc2c1=O | 1 |
| Cc1ccc(C(=O)Nc2nnc(-c3cccs3)s2)cc1C | -28 |

(listing goes on)
SMILES	STAT3 blocker	STAT3 activator	NF-kB neuron act	FLuc inh counter	APP 5'UTR act	Hsp70 activator	APP transl inh	RAM inhibit	STAT1 activator	STAT1 blocker
C=CCn1nnnc1-c1cccc(Cl)c1	21	90	1.1	-3	-4	-0.4	4	0.4	91	8
S=C(Nc1ccc(Br)cc1)NC1CCCCC1	0	103	1.9	25	20	-0.3	-20	1.2	114	-16
NC(=O)C1CC(=O)N(Cc2ccc3c(c2)OCO3)C(=Nc2ccccc2)S1 (stereo unspecified)	8	99	0.95	-9	-15	-0.6	15	5.7	89	12
CC(COc1ccccc1)N1CCC(CO)(CCc2ccccc2)CC1 (stereo unspecified)	-2	108	0.88	-6	-10	1.5	10	4.2	99	0
COc1ccc(CNC(=O)c2ccc(S(=O)(=O)N3CCCC3)cc2)cc1OC	9	98	0.93	-1	-52	-0.1	52*	2.3	98	2
COc1ccc2nc(NC(=O)c3ccoc3C)sc2c1	63*	50	11*	51*	142*	-0.1	-142	1.2	102	-3
COc1ccc(C(=O)CSc2nc(C)cc(C)n2)cc1[N+](=O)[O-]	8	95	1.9	-3	2	-0.2	-2	4.2	96	3
O=C(COC(=O)[C@@H]1CCCN1S(=O)(=O)c1ccc(Cl)cc1)NCC(F)(F)F	1	102	0.86	-2	-8	0.1	8	0.3	103	-3
O=C(NC(=S)N(Cc1ccccc1)c1ccccn1)C1CCCCC1	-11	105	1.7	-2	13	-0.5	-12	-1.3	97	3
COc1ccc(-c2noc(=O)[nH]2)cc1	-18	119	1.2	0	7	0.1	-7	2.0	104	-5
COC(=O)C1=C(C)Nc2c(c(=O)n(C)c(=O)n2C)C1c1cccnc1 (stereo unspecified)	7	96	1	-2	5	0.3	-5	-0.7	98	4
CCOc1ccc(Br)cc1S(=O)(=O)Nc1ccc(Cl)c(S(=O)(=O)N(C)C)c1	-1	101	1	-3	16	0.0	-16	2.6	95	5
O=C(NC1CCCCC1)N1CCC(c2nc(-c3ccc(S(=O)(=O)N4CCCC4)cc3)no2)CC1	24	82	0.95	-8	18	-0.2	-18	5.0	95	6
Cc1ccccc1N(C(=O)Cc1c[nH]c2ccccc12)C(C(=O)NC1CCCCC1)c1ccco1 (stereo unspecified)	-11	107	0.9	-6	14	-0.3	-14	4.0	97	3
COc1ccc(NC(=S)N2C3CCC2CC(NC(=O)NC24CC5CC(CC(C5)C2)C4)C3)c(OC)c1 (stereo unspecified)	5	100	0.54	-4	10	-0.3	-10	3.5	99	1
Cc1cc(C(=O)CSc2nc(N)cc(N)n2)c(C)n1C1CC1	-3	104	1.2	5	1	-0.1	-1	0.0	105	-7
CCCCC(C(=O)O)C(C)CC(=O)NNC(=O)c1ccco1 (stereo unspecified)	3	99	1	-3	-24	-0.3	24	-0.5	98	1
Cc1cccc(-n2cc(C(=O)O)c(=O)cc2C)c1	8	96	0.92	0	-16	-0.3	16	-0.1	100	-1
CCOc1ccc(-c2cc(C(=O)NN=C3CCN(C)CC3)[nH]n2)cc1	11	95	1.2	0	-2	-0.3	2	1.2	104	-2
CC(C)NC(=O)CSc1nnc(-c2ccco2)n1N	11	94	1.1	-1	3	-0.2	-3	1.7	98	2
CCN(Cc1ccccc1)S(=O)(=O)c1cc(C(=O)O)ccc1OC	1	103	0.91	0	52	0.0	-52	1.2	101	0
Cc1ccccc1OCC(=O)N/N=C/c1cccn1C	24	82	1.4	-1	-15	-0.2	14	0.3	101	-2
CC(=O)c1cccc(NC(=O)c2csc(-n3nc(C)cc3C(F)(F)F)n2)c1	3	106	1.2	-5	2	-0.1	-2	2.1	105	-6
CCC(Sc1nc(C)cc(=O)[nH]1)C(=O)Nc1nc(-c2ccccc2)cs1 (stereo unspecified)	12	95	1.2	-2	-1	-0.2	1	3.2	106	-7
O=C(NCC(=O)N(CCN1CCOCC1)C(C(=O)NC1CCCC1)c1cccs1)c1ccco1 (stereo unspecified)	6	99	0.99	0	-2	-0.2	2	0.9	105	-5
Cc1nc2cc(NC(=O)COc3ccc(C#N)cc3)ccc2n1-c1ccccc1	15	90	1.1	4	9	0.1	-9	1.0	100	0
COC(=O)C(NC(=O)c1ccccc1)(Nc1nccs1)C(F)(F)F (stereo unspecified)	8	100	1	-1	9	-0.3	-9	1.0	98	2
Cc1oc2c(CN3CCCC3)c(O)ccc2c(=O)c1-c1ccc(Br)cc1	6	101	1.3	-2	2	0.3	-2	0.5	103	-4
COc1ccc(-c2nnc(SCC(=O)N3CCOCC3)n2C)cc1OC	-4	106	1	1	13	0.0	-13	-0.5	102	-3
Nc1n[nH]c(N)c1N=Nc1ccc2c(c1)OCO2	3	99	1.8	35	1	-0.3	-1	0.0	132*	-34
COc1cc(NC(=O)c2cc(-c3cccnc3)nc3ccc(Br)cc23)cc(OC)c1	17	89	1.1	-8	-7	-0.2	7	1.6	103	-7
Cc1ccc(CNC(=O)CNC(=S)N(Cc2ccccc2)Cc2ccccc2F)cc1	6	101	1.1	-6	4	-0.4	-4	12*	81	19
CN(CCOC(=O)c1ccco1)Cc1ccccc1	4	97	1.1	-3	-9	-0.3	9	0.3	94	7

Molecules above that contain an aryl methoxy group:
SMILES	STAT3 blocker	STAT3 activator	NF-kB neuron act	FLuc inh counter	APP 5'UTR act	Hsp70 activator	APP transl inh	RAM inhibit	STAT1 activator	STAT1 blocker
COC(=O)c1cccc(NS(=O)(=O)c2ccc(OC)c(OC)c2)c1C	13	89	0.98	-9	-23	0.0	23	0.7	84	20
COc1ccc(CNC(=O)c2ccc(S(=O)(=O)N3CCCC3)cc2)cc1OC	9	98	0.93	-1	-52	-0.1	52*	2.3	98	2
COc1ccc2nc(NC(=O)c3ccoc3C)sc2c1	63*	50	11*	51*	142*	-0.1	-142	1.2	102	-3
COc1ccc(C(=O)CSc2nc(C)cc(C)n2)cc1[N+](=O)[O-]	8	95	1.9	-3	2	-0.2	-2	4.2	96	3
COc1ccc(-c2noc(=O)[nH]2)cc1	-18	119	1.2	0	7	0.1	-7	2.0	104	-5
COc1ccc(NC(=S)N2C3CCC2CC(NC(=O)NC24CC5CC(CC(C5)C2)C4)C3)c(OC)c1 (stereo unspecified)	5	100	0.54	-4	10	-0.3	-10	3.5	99	1
CCN(Cc1ccccc1)S(=O)(=O)c1cc(C(=O)O)ccc1OC	1	103	0.91	0	52	0.0	-52	1.2	101	0
COc1ccc(-c2nnc(SCC(=O)N3CCOCC3)n2C)cc1OC	-4	106	1	1	13	0.0	-13	-0.5	102	-3
COc1cc(NC(=O)c2cc(-c3cccnc3)nc3ccc(Br)cc23)cc(OC)c1	17	89	1.1	-8	-7	-0.2	7	1.6	103	-7
